# From PubChem BioAssay
# PglD inh: PglD (C. jejuni) enzyme inhibition; purified PglD enzyme, DTNB colorimetric CoA detection; inhibition, % at 12.5 µM; 0.098% of 360,000 active; AID 602405; in the data active means inhibition above about 16%, passing the limit was not always enough; inconclusive means no clear call, values can overlap the other calls; further: strong numbers were not always called active
# LGR2 inh: Drosophila LGR2 receptor signaling inhibition; HEK293 LGR2, CRE-luciferase, bursicon-stimulated, 4 h; inhibition, % at 9.99 µM; 0.35% of 380,000 active;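 active means drop in luminescence signal, shown as inhibition above about 50% in the replicate tests, limit read from the data, passing the limit was not always enough; inconclusive means probably only some replicates passing the limit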;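 further: agonist challenge used bursicon conditioned medium at about half maximal strength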
# PGC1a acetyl inh: modulators of PGC1a acetylation | U2OS PGC1a acetylation, AlphaScreen anti-acetyl-lysine; with virally co-expressed GCN5 acetyltransferase | inhibition, % at 15.6 µM | 0.17% of 350,000 active | AID 651687;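 active means every replicate shows inhibition of at least 40%; inconclusive means mean inhibition at least 40% but some replicate below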;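 further: 0% = neutral control wells and 100% = positive control wells; some results beyond the cut were filed as inactive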
# C2C12 statin: suppressors of simvastatin-induced myotoxicity in C2C12 myotubes. ATP luminescence, 48 h; scaled: DMSO 0, geranylgeraniol control 100. rescue of ATP level, % at 7.49 µM. 0.78% of 330,000 active;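 active means mean ATP rescue above about 67%, or every replicate alone reaching that limit, limit read from the data, passing the limit was not always enough; inconclusive means no clear call, values can overlap the other calls; inactive means mean under the limit and some replicate under it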;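 further: myotubes were challenged with 10 µM simvastatin during compound exposure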
# Cneo AK release: Cryptococcus neoformans lysis via adenylate kinase release | C. neoformans lysis, adenylate kinase release luminescence, 4 h; normalised: neutral wells 0, clomiphene wells 100 | lysis activity, % at 15 µM | 0.2% of 360,000 active;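 active means mean lysis activity across replicates of at least 80%, whatever share of replicates individually reach that level; inactive means mean lysis activity below 80%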
#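 Test system: log-phase Cryptococcus neoformans yeast cells. Input: 5 × 10^6 yeast cells/mL. Medium: fresh YPD growth medium. Doses: single dose. Incubation: static 4 h at 37 °C with compound, 1 h detection. Measured by: luminescent adenylate kinase detection reagent. Read-out: signal increase indicating cell lysis. Benchmarks: Clomiphene.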
# INS-1E GSIS act: GLuc luminescence reporter in INS-1E cells, primary screen for activators of glucose-dependent secretion of insulin; 0.61% of 370,000 active; INS-1E GLuc reporter insulin secretion, 2-3 h; activation, % at 16.6 µM;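 active means lowest replicate activation of at least 40%, so every replicate reaches that level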;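 further: 0% = median of neutral control wells and 100% = median of IBMX positive control wells; some compounds called inactive have numbers as strong as hits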
# PAX8 reporter: inhibitors of PAX8 transcriptional activity in RMG-I cells. RMG-I TPO-luciferase reporter, SteadyGlo, 24 h. inhibition, % at 12.6 µM. 1.2% of 360,000 active;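 active means mean replicate inhibition at least 60% with every replicate also reaching 60%; inconclusive means only one of the two criteria is met; inactive means mean below 60% and not all replicates reaching 60%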;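 further: luciferase light reporting Pax8 driven TPO promoter activity; plate controls were median of neutral control wells for no effect and mitoxantrone controls for full effect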
# ARNT-TACC3 inh: disrupts binding between human ARNT and TACC3. AlphaScreen His-ARNT PAS-B/GST-TACC3 binding, luminescence; TACC3 fragment carries E629A point mutation. Q9Y6A5. inhibition, % at 9.99 µM. AID 623870. 0.66% of 390,000 active;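 active means mean inhibition of replicates at least 50% and at least half of replicates each reaching 50%; inconclusive means half or more replicates reach 50% but mean below 50%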;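 further: 0% = complete ARNT plus TACC3 wells and 100% = ARNT alone without TACC3; many hits fall short of the cut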
# The depositor's hits bear a star; ? = inconclusive; nt = not tested or not shown; & = joins results of further samples. Rows are unselected. Share with any hit: about 2.9%.
structure	PglD inh	LGR2 inh	PGC1a acetyl inh	C2C12 statin	Cneo AK release	INS-1E GSIS act	PAX8 reporter	ARNT-TACC3 inh
CCCNC(=O)N[C@H]1CC[C@@H](CC(=O)NC2CCCCC2)O[C@H]1CO	-1.1	-22.4	-2.9	1.3	-0.5	0.8	-8.1	-12.3
CC(C)COC(=O)N(C)C[C@@H]1OCc2cnnn2CCCC(=O)N([C@@H](C)CO)C[C@@H]1C	-1.9&1.0&1.0	-5.4&6.8	31.0&8.5	2.7&-14.0&-10.9	-2.1&-4.9&8.4	-9.0&-4.3	-17.4&6.2	-0.9&-4.2
C[C@H](CO)N1C[C@H](C)[C@@H](CN(C)Cc2ccc(C(F)(F)F)cc2)Oc2ccc(NS(=O)(=O)c3ccc(F)cc3)cc2CC1=O	0.7	4.6	5.4	82.8*	4.8	-4.2	82.8*	10.0
O=C(O)C[C@@H]1C[C@@H]2c3cc(NC(=O)NC4CCCC4)ccc3O[C@@H]2[C@H](CO)O1	-1.9	12.4	4.7	-0.4	2.4	-2.6	-13.0	-3.9
C[C@@H]1CCCCO[C@@H](CN(C)S(=O)(=O)c2ccc(F)cc2)[C@@H](C)CN([C@H](C)CO)C(=O)c2cc(NS(=O)(=O)c3ccc(F)cc3)ccc2O1	1.1	1.4	-12.9	nt	-0.7	-11.4	-18.0	12.0
N#C[C@H]1[C@@H](c2ccccc2)[C@@H](CO)N1C(=O)c1cc(Cl)cc(Cl)c1	-0.3	-2.3	-8.2	-7.0	-2.7	2.7	-34.5	-38.8
COc1ccc2ccccc2c1CN1CCN(C)CC1	5.5	nt	8.3	11.4	7.0	nt	3.7	12.5
COC(=O)C[C@H]1CC[C@@H](NC(=O)c2ccccc2)[C@H](CO)O1	1.2	12.5	-12.5	-3.1	5.8	6.6	-4.1	-4.1
N#Cc1nc(COc2ccccc2)oc1N1CCCC1	0.3	-0.3	-5.2	15.1	0.0	3.8	nt	21.6
O=C(CCS(=O)(=O)c1cccs1)Nc1ccc(C(=O)NC2CCN(Cc3ccccc3)CC2)cc1	-4.6	-8.5	-13.9	-0.6	-0.3	6.4	-30.0	0.0
O=C(C[C@H]1C=C[C@H](NS(=O)(=O)c2ccccc2)[C@H](CO)O1)NCCN1CCCCC1	-3.8	2.0	-5.5	-7.0	1.8	5.6	-7.1	nt
Clc1ncc(CSc2ccccc2)s1	2.0	2.2	0.1	5.2	1.5	-2.4	7.1	-6.0
Cc1cc(C)cc(NC(=O)Nc2ccc(Cl)cn2)c1	-6.1	-18.3	nt	22.9	-1.3	-2.0	-11.1	nt
COc1cccc(C(=O)NCC(C)(C)SCc2ccc(F)cc2)c1	-1.4	9.2	6.0	0.0	1.8	-19.0	-5.0	-5.2
C/C(=N\NC(=O)C(=O)Nc1cccc(C(F)(F)F)c1)c1ccc(Cl)s1	0.4	nt	nt	-17.1	0.1	nt	-41.2	1.9
COc1ccc(N(C)C(=O)CCC(=O)Nc2ccc3nc(N4CCOCC4)cc(C)c3c2)c(OC)c1	-2.6	nt	-16.0	-2.2	-3.9	nt	nt	6.3
COCC(=O)Nc1ccc2c(c1)C(=O)N(C)[C@H]1CC[C@@H](CC(=O)NCc3ccccc3)O[C@H]1CO2	-0.8	3.4	0.8	6.5	-5.5	-0.2	-3.3	-8.6
O=C1CC[C@@H](CN(Cc2ccccc2)Cc2cn[nH]c2-c2cc3ccccc3o2)N1	-0.4	16.6	nt	nt	-0.5	-25.5	10.0	20.5
C[C@@H]1CN([C@H](C)CO)C(=O)c2cc(-c3cccc(F)c3)cnc2O[C@@H]1CN(C)C(=O)C1CCC1	2.5	8.2	-3.7	13.7	0.3	12.2	8.9	-9.7
CC1(S(=O)(=O)O)CC(=O)c2ccccc2C1=O (stereo unspecified)	0.1	26.1	4.9	9.0	-2.9	-13.9	34.1	9.0
CN(C)S(=O)(=O)c1cccc(C(=O)NCc2cccs2)c1	-1.9	nt	-21.2	nt	0.6	nt	nt	-2.6
c1cc2c(cc1C1CCCCC1)c1c3n2CCN=C3CCC1	-5.5	-25.6	1.1	2.6	9.0	-13.7	nt	8.5
CN1C(=O)c2cc(NC(=O)c3cccs3)ccc2OC[C@H]2O[C@H](CC(=O)NCCN3CCCCC3)CC[C@@H]21	-3.0	-13.6	-6.1	-16.3	-1.6	0.5	-12.0	-1.8
COc1cc(-n2c(=O)c3ccccc3n(CC(=O)c3ccc(F)cc3)c2=O)cc(OC)c1OC	-0.1	-15.9	3.0	nt	-8.0	12.1	12.7	10.9
Cc1ccccc1C(=O)Nc1ccc(-c2nnc(SC(C)C(=O)O)n2C)cc1 (stereo unspecified)	1.3	-3.1	-0.8	nt	0.0	21.3	-28.4	14.2
CN(Cc1cccnc1)Cc1cn(C)nc1-c1cccc(Cl)c1	nt	9.4	nt	nt	nt	11.7	-16.8	-7.5
CC(=O)c1ccc(OCCCC(=O)Nc2ccc(S(=O)(=O)N3CCOCC3)cc2)cc1	nt	-2.0	5.5	8.7	nt	-12.5	2.3	-3.8
C=CS(=O)(=O)N(Cc1ccccc1Br)[C@H](CO)CC(C)C	-0.1	?	nt	1.0	2.9	-8.6	4.1	-9.3
CN1c2ccc(-c3cccc(F)c3)cc2[C@@H]2[C@@H](CCN2C(=O)Cc2cccnc2)[C@@H]1CO	-1.8	14.4	2.8	-10.5	-6.3	3.3	15.4	6.4
CC1CC(OC(=O)c2ccccc2C(=O)c2ccc(Cl)cc2)C(=O)O1 (stereo unspecified)	-2.9	-3.4	3.2	3.0	1.1	14.5	16.0	-12.4
O=C(CN1CCOCC1)NCC[C@@H]1CC[C@@H](NS(=O)(=O)c2ccc(Cl)cc2)[C@H](CO)O1	-0.3	-8.1	-1.5	-5.7	-3.8	10.0	-12.5	-18.1
C[C@H](NC(=O)C[C@@H]1CC[C@@H]2[C@H](COC[C@H](O)CN2Cc2cc(F)ccc2F)O1)c1ccccc1	-0.7	7.3	-1.8	0.9	-1.1	-4.5	10.2	4.2
N#Cc1ccc(CN2CCN(C(=O)CCNS(=O)(=O)c3ccc(F)c(F)c3)CC2)cc1	-0.6	6.0	1.6	6.4	-1.8	-1.6	6.2	1.4
CCOc1ccc(N(CC(=O)N2CCOCC2)S(=O)(=O)c2ccc(F)cc2)cc1	-0.8	0.2	17.2	-0.1	4.9	2.4	6.1	-3.9
CCCCN(Cc1cc2cc(OC)ccc2[nH]c1=O)C(=O)COc1ccccc1	-3.0	-6.6	6.2	-8.1	-0.6	6.3	nt	-5.2
CCOC(=O)C1=CCC(c2ccccc2)N(S(=O)(=O)c2ccccc2)C1 (stereo unspecified)	6.6	-8.7	-35.4	6.2	-1.4	3.8	2.5	nt
CO[C@H]1CN(C)C(=O)c2ccc(NC(=O)C3CCOCC3)cc2OC[C@@H](C)N(C)C[C@H]1C	2.2	20.6	1.7	2.7	-1.3	17.0	2.2	4.4
O=C(O)CN1C(=O)S/C(=C\c2ccc3c(c2)OCO3)C1=O	nt	3.7	3.1	nt	nt	3.1	10.6	-7.4
C[C@H](CO)N1C[C@H](C)[C@H](CN(C)Cc2ccc3c(c2)OCO3)Oc2ccc(NC(=O)Nc3ccc(C(F)(F)F)cc3)cc2C1=O	-0.6	4.1	4.2	12.9	0.0	-15.2	nt	-4.6
CCC(C)[C@@H](C(=O)N1CCNCC1)n1cc(CCCN=C(N)N)nn1 (stereo partly specified)	0.3	-4.3	16.4	11.2	-0.2	26.7	-9.2	-12.2
CCNC(=O)[C@@H]1[C@@H](CO)[C@@H]2Cn3c(cccc3=O)[C@H]1N2C(=O)Nc1cc(F)ccc1F	nt	8.1	-8.1	nt	nt	7.5	-15.5	nt
O=[N+]([O-])c1cc(C(F)(F)F)ccc1Oc1cccnc1[N+](=O)[O-]	5.3	-24.9	5.4	-4.4	-1.1	-0.6	3.1	nt
COc1ccccc1C1CCN(C(=O)c2ccc(C(C)(C)C)cc2)CC1	-8.5	5.8	-4.1	24.9	-1.0	-32.2	18.7	-2.7
C[C@@H]1CN([C@@H](C)CO)C(=O)c2cc(NS(=O)(=O)c3cccs3)ccc2O[C@@H]1CN(C)C(=O)Nc1ccccc1	-0.4	0.3	-11.1	25.0	-5.5	2.6	-2.8	3.5
NC(=O)C1(N2CCCCC2)CCN(Cc2nc3ccccc3c(=O)[nH]2)CC1	-2.2	nt	nt	6.7	-0.2	nt	nt	-1.3
CCOC(=O)C(/C=C(\C#N)C(=O)OCC)=C(/N)N1CCN(c2ccc(Cl)cc2)CC1	10.4	nt	1.3	-0.4	-1.8	nt	nt	-4.0
Cc1ccc(C(C)C)cc1-n1nnc(-c2cccc(Cc3ccc4ccccc4c3)c2)c1C(C)O (stereo unspecified)	-3.7	-4.2	10.5	5.1	0.1	-8.7	14.6	nt
COc1cc(C(=O)OCC(=O)N2CCC(C)CC2)cc2c1OCCO2	5.8	12.7	nt	-2.8	2.8	19.9	-8.7	-8.0
O=C1CC(c2ccco2)Cc2nc(Nc3ccc(F)cc3)ncc21 (stereo unspecified)	2.8	nt	-6.6	-6.7	-2.2	nt	nt	-1.9
CCOCCCNC(=O)C(c1ccc(OC)cc1)N(Cc1ccc2c(c1)OCO2)C(=O)c1cnccn1 (stereo unspecified)	nt	1.0	-0.2	nt	nt	18.2	-10.9	6.4
CCOc1cc(C)nc(N2CCCC(C(=O)NCc3ccccc3F)C2)n1 (stereo unspecified)	-2.3	-13.2	-17.0	50.4	-0.2	13.7	nt	-4.9
CC(=O)c1cccc(NC(=O)c2cccc(S(=O)(=O)N(C)C)c2)c1	-11.1	7.2	-2.9	-4.3	-2.8	-10.6	nt	-1.6
CCOc1cc(/C=C2/C(=N)N3OC(C)=CC3=NC2=O)ccc1OCCOc1ccccc1	-0.8	nt	9.2	-2.2	4.0	-0.2	-8.0	-0.3
O=C(Nc1cc(Br)ccc1O)c1cc(-c2cccs2)on1	-6.5	-38.1	nt	-0.3	0.9	41.4	-39.1	-11.1
CC12CCC(C(=O)N(CCC#N)CCC#N)(CC1=O)C2(C)C (stereo unspecified)	-3.0	10.8	-10.1	-10.8	-3.1	8.0	nt	-25.8
Cc1cccc2cc(CN(CCCN(C)C)C(=S)NCCc3ccccc3)c(=O)[nH]c12	0.1	15.3	-8.5	-2.4	11.8	nt	21.2	-0.1
CO[C@H]1CN(C)C(=O)c2cc(NC(C)=O)ccc2OC[C@H](C)N(C(=O)c2ccccn2)C[C@H]1C	0.8	-6.6	-5.3	-2.9	-0.9	4.2	nt	8.5
Cc1cccc(-c2oc3ccccc3c2C#CCCCCO)c1	-1.2	10.4	-14.2	-2.8	5.6	40.4	11.2	10.5
COc1cccc(OC)c1C(=O)N=c1sc2cc(S(C)(=O)=O)ccc2n1C	nt	8.7	20.2	-3.6	nt	4.1	-2.6	-4.8
